Screening data: PubChem, The Scripps Research Institute Molecular Screening Center
GSTO1 inh: GSTO1 inhibition, counter-screen for RBBP9 inhibitors; P78417; recombinant GSTO1, activity-based probe fluorescence polarization; inhibition, % at 5.96 µM; 300,000 tested, 1.1% active; AID 1974;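 active = inhibition above the campaign mean inhibition plus 3 SD, cut at about 35% in these data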;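 note: 0% = GSTO1-1 with DMSO and 100% = wells lacking GSTO1-1 enzyme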
Target sequence (P78417 whole entry, looked up): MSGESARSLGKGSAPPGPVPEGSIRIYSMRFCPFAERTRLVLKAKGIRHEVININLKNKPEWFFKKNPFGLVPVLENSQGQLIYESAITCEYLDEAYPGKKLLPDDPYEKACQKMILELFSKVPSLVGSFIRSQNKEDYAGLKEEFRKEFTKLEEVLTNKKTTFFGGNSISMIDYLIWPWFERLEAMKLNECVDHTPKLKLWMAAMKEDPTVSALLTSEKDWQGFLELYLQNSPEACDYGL
PAFAH1B2 FP inh: inhibitors of human PAFAH1B2. P68402. recombinant PAFAH1B2, FP-rhodamine activity probe, fluorescence polarization. inhibition, % at 3.39 µM. 340,000 tested, 1.2% active. AID 492953;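 active = inhibition above the mean of all tested compounds plus 3 SD, cut at about 24% in these data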;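 note: 0% = enzyme with DMSO and 100% = wells lacking PAFAH1B2; many of its hits are not listed in these tables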
LYPLA1 counter: LYPLA1 (human) inhibition in PME1 counter-screen. O75608. recombinant LYPLA1, FP-Rh probe fluorescence polarization. inhibition, % at 5.9 µM. 320,000 tested, 0.16% active. AID 2174;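 active = inhibition above the mean of all tested compounds plus 3 SD, set per campaign, cut at about 14% in these data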;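 note: inhibitors block serine hydrolase probe labeling of LYPLA1 so polarization falls; 0% = enzyme with DMSO and 100% = wells lacking LYPLA1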
PME-1 primary: PME-1 (human) inhibition. Q9Y570. recombinant PME-1, FP-Rh probe fluorescence polarization. inhibition, % at 5.9 µM. 320,000 tested, 0.53% active. AID 2130;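 active = inhibition above the campaign mean of all compounds plus 3 SD, cut at about 26% in these data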;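 note: competitive labeling of PME-1 active site by serine hydrolase directed probe; 0% = PME-1 with DMSO and 100% = wells lacking PME-1 enzyme; inhibitors block probe labeling so polarization falls and inhibition rises; many of its hits are not listed in these tables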
PAFAH1B3 FP inh: blocks human PAF acetylhydrolase 1B catalytic subunit 3 | 340,000 tested, 0.28% active | Q15102 | recombinant PAFAH1B3, FP-rhodamine probe, fluorescence polarization | inhibition, % at 3.39 µM;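 active = inhibition above the screen-wide average of all tested compounds plus 3 SD, cut at about 25% in these data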;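 note: 0% = enzyme with DMSO only and 100% = wells lacking PAFAH1B3 protein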
LYPLA2 counter: counter-screen for PME1 inhibitors: inhibitors of human LYPLA2; recombinant LYPLA2, FP-Rh probe fluorescence polarization; inhibition, % at 5.9 µM; 320,000 tested, 0.38% active;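 active = inhibition above the screen-wide mean plus 3 SD, limit set per campaign, cut at about 26% in these data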;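 note: 0% = LYPLA2 with DMSO and 100% = wells lacking LYPLA2 enzyme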
pPAFAH FP inh: pPAFAH (human) enzyme inhibition; recombinant pPAFAH, FP-rhodamine probe fluorescence polarization; inhibition, % at 3.39 µM; 330,000 tested, 1.5% active; AID 463082;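 active = inhibition above the mean inhibition across the screen plus 3 SD, cut at about 25% in these data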;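 note: inhibitors block binding of the rhodamine activity-based probe so polarization drops; 0% = enzyme with DMSO and 100% = wells lacking pPAFAH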
PAFAH2 FP inh: PAFAH2 (human) inhibition | Q99487 | recombinant PAFAH2, FP-rhodamine activity probe, fluorescence polarization | inhibition, % at 3.39 µM | 340,000 tested, 0.99% active | AID 492956;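 active = inhibition above the mean over all tested compounds plus 3 SD, cut at about 30% in these data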;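 note: inhibitors block probe labeling of enzyme so polarization drops; 0% = enzyme with DMSO and 100% = wells lacking PAFAH2 protein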
PAD4 FP inh: PAD4 (human) enzyme inhibition; inhibition, % at 6.36 µM; AID 485272; recombinant PAD4, RCA probe fluorescence polarization; 330,000 tested, 0.41% active;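 active = percent inhibition above a cutoff equal to the mean of all tested compounds plus 3 SD, cut at about 15% in these data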;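 note: 0% = PAD4 with RCA probe and DMSO and 100% = probe without PAD4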
Target sequence (Q9UM07 whole entry, looked up): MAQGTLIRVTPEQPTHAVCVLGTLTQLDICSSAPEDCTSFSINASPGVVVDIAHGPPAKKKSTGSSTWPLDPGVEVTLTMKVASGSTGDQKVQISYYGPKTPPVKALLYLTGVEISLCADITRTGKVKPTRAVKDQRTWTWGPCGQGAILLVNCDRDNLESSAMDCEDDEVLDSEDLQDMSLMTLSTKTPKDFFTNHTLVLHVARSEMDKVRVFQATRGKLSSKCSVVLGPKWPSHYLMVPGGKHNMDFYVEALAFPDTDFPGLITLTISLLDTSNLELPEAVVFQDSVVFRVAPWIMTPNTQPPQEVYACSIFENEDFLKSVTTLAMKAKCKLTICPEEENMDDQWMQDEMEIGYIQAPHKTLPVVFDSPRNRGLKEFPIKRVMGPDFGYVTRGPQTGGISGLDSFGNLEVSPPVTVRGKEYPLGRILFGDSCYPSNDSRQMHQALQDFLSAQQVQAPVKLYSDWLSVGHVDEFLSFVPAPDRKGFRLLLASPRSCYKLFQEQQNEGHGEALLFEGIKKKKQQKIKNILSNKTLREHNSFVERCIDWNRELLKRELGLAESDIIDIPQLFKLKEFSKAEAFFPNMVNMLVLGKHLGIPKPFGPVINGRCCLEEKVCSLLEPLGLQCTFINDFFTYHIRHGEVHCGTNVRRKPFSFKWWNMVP
Numbers without * were called inactive; · = no result given.

SMILES	GSTO1 inh	PAFAH1B2 FP inh	LYPLA1 counter	PME-1 primary	PAFAH1B3 FP inh	LYPLA2 counter	pPAFAH FP inh	PAFAH2 FP inh	PAD4 FP inh
O=C(CCSCc1ccccc1F)NCc1cccs1	2.3	1.3	1.3	-2.8	-3.5	-0.8	-0.1	4.2	5.1
C#CCn1c(C)cc(C)c(S(=O)(=O)c2ccccc2)c1=O	3.0	-1.8	1.1	-1.2	3.6	-2.2	-1.1	3.1	4.6
CC1Cc2cc(-c3csc(NC(=O)Cc4ccccc4)n3)ccc2N1S(C)(=O)=O (stereo not given)	-6.4	0.1	-18.2	-13.8	-3.9	-28.1	6.5	-2.3	1.9
CC(=O)N1CCOc2ccc(S(=O)(=O)N3CCC(C(=O)Nc4ccc(C)cc4)CC3)cc21	-1.9	4.9	3.3	2.3	1.8	2.2	-1.2	-4.8	-1.8
Cc1ccc2sc(N(CCCN(C)C)C(=O)CCS(=O)(=O)c3ccccc3)nc2c1C	-8.4	-3.0	1.1	-0.9	10.4	4.1	1.6	-4.4	-1.1
COCCn1nnnc1C(c1cccs1)N1CCN(c2cc(C)ccc2C)CC1 (stereo not given)	-3.2	1.6	2.1	-5.8	5.6	-4.3	-1.8	-1.1	-2.2
CN(C)S(=O)(=O)n1ccnc1	5.2	2.0	0.4	0.3	-0.2	0.6	2.5	12.0	-6.2
Cc1ccc(C(=O)COC(=O)CCS(=O)(=O)c2ccccc2)cc1[N+](=O)[O-]	·	7.7	-3.3	-3.9	5.5	0.1	12.9	8.4	-4.3
CCOC(=O)c1c(NC(=O)CC2SC(=NC)N(C)C2=O)sc(C)c1C (stereo not given)	0.1	7.0	-0.5	1.7	9.7	2.1	3.1	5.6	1.6
COc1cc(NC(=O)c2c3c(nc4ccccc24)CCC3)cc(OC)c1	1.6	4.5	-4.2	-0.8	3.6	7.4	3.0	9.5	-2.1
Fc1cccc(CCN2CCNC[C@@H]2CC2CCCCC2)c1	·	3.4	2.8	0.9	-0.9	3.2	3.2	2.0	-3.6
CC(C)(C)NC(=O)COC(=O)c1ccc(Cl)cc1O	11.6	7.2	2.7	-3.5	7.3	1.9	5.4	14.3	-3.2
CC(C)c1c(O)nc(SCC(=O)N2CCCCC2)[nH]c1=O	9.4	2.5	3.9	1.0	2.0	1.7	3.9	-0.7	0.2
Cc1ccc(Nc2cc(=O)[nH]c(=O)[nH]2)cc1Cl	-0.1	4.9	0.9	1.7	3.7	4.2	-2.0	-4.0	-1.5
Cc1ccc(-c2c(C(=O)N/N=C/C3CC=CCC3)nnn2-c2nonc2N)cc1 (stereo not given)	-3.0	0.9	-1.3	-6.8	-1.9	1.9	-0.7	3.1	-3.9
Cc1cccc(C(=O)Nc2ccc(C(=O)/C=C/c3cccnc3)cc2)c1	-13.4	-11.2	-8.2	-36.3	-8.1	-18.6	-17.0	-35.1	2.2
COc1ccc(/C=N/NC(=O)c2cccnc2)cc1O	6.8	-0.5	-2.7	-3.0	9.8	-2.7	6.3	14.8	-0.3
CCCCC(O)(c1ccc(F)cc1)C(CN1CCOCC1)c1ccc(Cl)cc1 (stereo not given)	1.8	0.9	-0.3	-1.0	6.0	5.6	3.5	1.0	-3.8
O=C(CC(=O)c1ccccc1O)c1ccc(F)cc1	3.0	1.4	-2.7	1.4	3.9	-3.8	4.9	-6.2	1.5
Cc1ccccc1C1NC(=O)Cc2ccccc21 (stereo not given)	5.8	-0.6	0.8	1.6	5.5	3.2	1.8	5.0	-0.8
O=C(CCn1cnc(-c2ccccc2)c1-c1ccccc1)N/N=C/c1ccc(O)cc1	-0.6	2.7	-4.7	-2.1	-5.4	2.1	3.7	-5.8	-10.6
COc1cc(C(=O)NC2CCN(Cc3ccccc3)CC2)cc(Cl)c1OC(C)C	-0.8	4.1	-3.9	0.7	-7.2	0.8	3.2	-6.9	-1.1
C=CCn1c(N)cc(=O)nc1SCC(=O)Nc1ccc(C(=O)OC)cc1	0.1	5.7	4.0	-1.4	2.9	8.7	7.4	1.6	0.4
COc1ccc(N(C(=O)CCC(=O)Nc2cc(C)on2)C(C(=O)NC2CCCC2)c2ccco2)cc1 (stereo not given)	2.3	4.1	1.6	-6.5	3.2	-4.4	1.4	10.7	-3.6
O=C(COC(=O)c1ccc(Cl)c(S(=O)(=O)N2CCCCCC2)c1)Nc1ccccc1	-6.1	-9.9	-22.6	-5.9	-21.4	-36.5	17.1	44.3*	-0.3
CC1=NN(C(=O)c2ccc(Cn3ccc([N+](=O)[O-])n3)cc2)C(O)(C(F)(F)F)C1 (stereo not given)	8.7	6.2	0.0	-0.8	1.2	2.1	1.2	2.6	-3.2
COc1ccc(C2(CNC(=O)/C=C/c3ccco3)CCCC2)cc1OC	9.5	5.0	-1.8	0.2	-1.7	0.0	8.5	6.0	-4.6
COc1ccc(C(=O)NC2CCN(CC(=O)NCc3ccccc3)CC2)cc1	0.1	2.4	0.4	-1.1	-4.9	-0.9	3.5	1.4	-2.0
Cc1ccc(N=CC2=C(O)CC(C)(C)CC2=O)nc1	0.2	2.0	1.7	-2.8	3.2	-4.4	3.3	1.9	-2.8
COC(=O)c1ccc(CSc2nc3ccccc3[nH]2)o1	-1.9	1.1	-0.3	-3.7	-4.4	3.5	4.6	4.4	1.5
CCOC(=O)CSc1nc2ccccc2n2cnnc12	-9.4	1.8	1.7	7.0	-1.6	2.7	4.0	3.0	0.2
CCN(CC)C(=O)c1ccc2nc3ccccc3nc2c1	6.8	3.5	1.5	3.6	-2.9	-1.1	6.4	7.6	0.4
COC(=O)C(CC(=O)c1ccc(Cl)cc1)c1ccc(C)cc1 (stereo not given)	-3.9	0.6	-0.7	2.4	-2.0	0.3	1.4	0.0	1.8
FC(F)(F)c1ccnc(N2CCN(Cc3cnc(-c4ccccc4)[nH]3)CC2)c1	1.7	8.7	2.9	2.2	17.9	4.1	-0.7	2.1	-0.6
CCOC(=O)N1CCN(c2nc3ccccc3nc2C(C#N)S(=O)(=O)c2ccc(C)cc2)CC1 (stereo not given)	10.1	1.3	-0.1	-5.1	-1.9	4.6	2.6	-3.1	-2.9
C=CCn1c(SCC(=O)C23CC4CC(CC(C4)C2)C3)nc(O)cc1=O	-5.8	·	-0.8	-0.7	·	-8.7	5.3	·	3.3
O=C(/C(Cl)=C/Nc1ccc(Br)cn1)C(F)(F)F	-1.3	5.3	-2.5	-2.9	-1.9	-3.1	2.9	7.8	-3.0
COC(C(=O)Nc1cccc(F)c1)c1ccccc1 (stereo not given)	0.2	3.8	-2.1	2.1	5.3	3.3	-0.2	0.9	-4.5
Cc1ccccc1Oc1nc2ccccc2n2cnnc12	6.3	4.5	0.7	5.3	2.5	5.0	1.5	5.8	-1.9
Cc1ccc(NS(=O)(=O)c2ccc3c(c2)c(=O)n(C)c(=O)n3C)cc1F	17.9	-0.8	-1.9	-4.0	-6.1	-6.1	23.1	10.4	-3.6
COC(=O)[C@H](Cc1ccccc1)NS(=O)(=O)N[C@@H](Cc1ccccc1)C(=O)OC	·	9.5	-2.2	3.1	6.2	-6.7	3.9	10.4	-3.2
CCCCCc1nc2c(=O)[nH]c3ccccc3c2o1	14.0	8.1	-0.9	-3.8	0.3	1.0	-1.2	-0.7	1.3
COc1ccc(-n2c(=O)c3ccccc3n(CC(=O)NC3CCCC3)c2=O)cc1	5.5	3.4	1.1	-7.6	8.1	7.8	-1.6	-1.6	1.8
CC1CCN(S(=O)(=O)Cc2ccccc2Cl)CC1	-4.3	1.8	-0.7	-3.4	8.5	4.6	5.8	-0.8	2.2
CC(=O)c1sc(NC(=O)CN2C(=O)C3CC=CCC3C2=O)nc1-c1ccccc1 (stereo not given)	-10.1	7.2	-1.2	-0.1	3.8	1.5	2.7	8.6	2.2
O=C(Nc1ccc2c(c1)OCCO2)c1cc(-c2ccccn2)nc2ccc(Br)cc12	-11.6	-14.5	-3.7	6.9	-23.4	-1.0	4.1	-28.2	-4.5
COc1ccc(-c2noc(N3CCC(C(=O)Nc4ccccc4F)CC3)n2)cc1	0.9	1.2	2.4	-2.0	-5.0	0.1	-1.8	-2.1	0.5
CCn1ncc(Br)c1C(=O)Nc1cc(C)ccc1F	4.0	-0.6	1.0	4.1	-0.4	0.6	1.4	4.1	-3.1
O=C1CCCN1c1ccc(S(=O)(=O)NCCOc2ccccc2)cc1	3.0	2.6	0.4	-0.3	-3.7	6.3	1.6	-1.2	3.9
O=C(CCNS(=O)(=O)c1ccc(Cl)cc1)N1CCCC1	-1.7	4.4	0.2	-1.4	-3.0	2.5	1.2	5.2	3.6
CCCCOn1c(C)c(C(=O)OCC)c2c3no[n+]([O-])c3ccc21	-4.8	-0.2	-0.4	-4.9	9.3	0.3	-11.5	-0.9	-8.9
CCN(CC)C(=O)c1sc(NC(=O)c2cccc([N+](=O)[O-])c2)c(C#N)c1C	-0.5	1.8	0.3	5.4	7.4	6.1	0.1	-0.3	2.0
CCN1C(C)=C(C)S/C1=C1\SC(=S)N(C2CCCCC2)C1=O	-4.2	1.6	4.1	3.6	8.6	5.0	-0.7	17.6	-5.5
CC(C)(C)OC(=O)N1CCC(c2c(C(=O)NC3CC3)cnn2-c2ccc(Cl)cc2)CC1	5.2	7.0	1.1	-1.9	7.4	-2.3	0.7	-4.5	-2.1
O=C(NCCN1CCOCC1)c1sc2cc(Cl)ccc2c1Cl	4.7	1.2	-0.7	4.3	7.2	4.4	4.5	3.4	2.2
O=C(c1ccccc1)N1N=C(c2ccccc2O)CC1c1ccccc1 (stereo not given)	8.6	0.7	-5.7	0.4	8.3	-3.9	1.3	-4.8	-1.4
CN(c1ccccc1)S(=O)(=O)c1ccc2ccccc2c1	4.0	2.6	-7.1	2.4	1.3	-9.0	4.5	5.5	-0.2
Cc1cccc(-c2nc3cc(NC(=O)C4CCCO4)ccc3o2)c1 (stereo not given)	-11.4	-3.6	-0.8	-8.3	3.8	-1.0	6.2	-9.8	-5.5
COc1ccc2nc(NC(=O)Cn3cnc4ccccc4c3=O)sc2c1	-3.7	-1.7	-7.6	-4.4	5.8	-6.0	0.4	-4.1	-4.9
Cc1ccc(-n2c(SCc3ccc(C#N)cc3)nnc2-c2ccccn2)cc1	6.4	3.6	0.0	0.3	-8.4	3.7	5.9	1.4	-2.3
Next entries.
SMILES	GSTO1 inh	PAFAH1B2 FP inh	LYPLA1 counter	PME-1 primary	PAFAH1B3 FP inh	LYPLA2 counter	pPAFAH FP inh	PAFAH2 FP inh	PAD4 FP inh
CCN(CC(=O)NCc1cccs1)C(=O)c1cccc(S(=O)(=O)Nc2ccc(OC)cc2)c1	9.4	5.0	2.9	3.0	2.9	-2.4	9.3	2.5	-2.4
Cn1[nH]c(C(F)(F)F)c(C=Nc2ccc(Cl)cc2)c1=O	2.9	1.1	-5.5	-4.2	-1.1	-3.2	-5.2	2.9	2.1
CCSc1nnc(NC(=O)CCNS(=O)(=O)c2cc(Br)cnc2N)s1	10.3	6.7	-1.7	8.8	6.4	-3.6	-1.3	-1.4	0.9
CCCCNC(=O)c1cc2c(-c3ccc(Cl)cc3)nn(C)c2s1	-2.5	-1.4	-26.3	-1.0	-1.9	-19.1	-2.3	4.1	1.6

Some of the compounds tested. The share of hits here may be higher or lower than overall.
